TDP2 absorb = human TDP2 enzyme inhibitors, primary screen, biochemical, epi absorbance, recombinant enzyme | T5PNP hydrolysis, p-nitrophenol absorbance 415 nm | inhibition, % at 12.8 µM | 0.34% of 370,000 active;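 active = inhibition above the mean of all tested compounds plus 3 SD, set per campaign, cut at about 25% in these data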;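 note: 0% = DMSO with enzyme and 100% = buffer with substrate but no TDP2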
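Incubation: 2 h at 37 °C; Test system: recombinant human TDP2; Quantity: enzyme 120 nM; Read-out basis: percent inhibition; Medium: 50 mM Tris-HCl pH 7.5 with Mg2+, KCl, DTT, BSA; Repeats: single replicate; Compound: 12.8 µM single point, 1% DMSO; Signal: epi absorbance; Reagent: 5 mM T5PNP chromogenic substrate; Benchmarks: no-enzyme high, DMSO-plus-enzyme low.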
PLC-gamma1 inh = PLC-gamma1 enzyme inhibitors, primary screen, biochemical, fluorescence, purified enzyme; inhibition, % at 12.2 µM; 0.84% of 370,000 active; fluorogenic substrate; AID 720700, 2013; in the data active = inhibition above about 9.5%
ADAM17 inh = ADAM17 inhibitors, primary screen, biochemical, QFRET; inhibition, % at 6.95 µM; Disintegrin and metalloproteinase domain-containing protein 17 (Homo sapiens), P78536; AID 720648, 2013; recombinant ADAM17, EDANS/DABCYL FRET peptide cleavage; 0.83% of 370,000 active;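 active = inhibition above the mean of compounds lying between control limits plus 3 SD, set per campaign, cut at about 8.5% in these data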;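 note: 0% = DMSO-only wells as the low control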
LEDGF integ inh = blockers of LEDGF/p75-dependent integrase strand transfer – biochemical, TR-FRET, high throughput, primary screen; HIV-1 integrase (with human LEDGF/p75); TR-FRET IN-LEDGF/p75 DNA integration, Eu/Cy5; inhibition, % at 3.7 µM; 0.64% of 370,000 active;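 active = inhibition above the screen-wide mean plus 3 SD, cut at about 13% in these data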;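 note: signal is the Cy5 over europium emission ratio at 671 and 618 nm; 0% = plate median of compound wells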
ARFGAP1 inh = inhibitors of rat ARFGAP1 GAP activity, primary screen, biochemical, fluorescence polarization, GDP tracer; ADP-ribosylation factor GTPase-activating protein 1 (Rattus norvegicus), Q62848; inhibition, % at 16.5 µM; AID 651572, 2012; Arfgap1-stimulated ARF1 GTP hydrolysis, GDP FP detection; 0.26% of 360,000 active;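 active = inhibition above a per-plate limit, mean inhibition of low control wells plus 3 SD, cut at about 25% in these data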;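 note: 0% = DMSO wells with enzyme and 100% = wells lacking Arfgap1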
Target sequence (Q62848 1-136 limits assumed): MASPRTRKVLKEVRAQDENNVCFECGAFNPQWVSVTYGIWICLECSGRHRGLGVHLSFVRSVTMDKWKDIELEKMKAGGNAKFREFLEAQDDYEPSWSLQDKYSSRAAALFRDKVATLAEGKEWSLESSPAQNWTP
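Material: truncated rat Arfgap1 GAP domain; Incubation: compound-enzyme preincubation 20 min, reaction 120 min, detection 60 min, 25 °C; Read-out: percent inhibition of Arfgap1-stimulated GTP hydrolysis; Technique: FP, GDP Alexa 633 tracer displaced from anti-GDP antibody, 620/688 nm; Controls: No-Arfgap1 wells (100%) versus DMSO full-reaction wells (0%); Replication: single well per compound.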
ASAP1 GAP inh = inhibitors of human ASAP1 ArfGAP activity, primary screen, biochemical, fluorescence polarization | Arf-GAP with SH3 domain, ANK repeat and PH domain-containing protein 1 (Homo sapiens), … | ASAP1-stimulated ARF1 GTP hydrolysis, GDP FP detection | inhibition, % at 16.5 µM | 0.19% of 360,000 active | AID 624377, 2012; in the data active = inhibition above about 25%;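 note: 0% = vehicle with enzyme and substrate and 100% = no enzyme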
Target sequence (Q9ULH1 325-724 limits assumed): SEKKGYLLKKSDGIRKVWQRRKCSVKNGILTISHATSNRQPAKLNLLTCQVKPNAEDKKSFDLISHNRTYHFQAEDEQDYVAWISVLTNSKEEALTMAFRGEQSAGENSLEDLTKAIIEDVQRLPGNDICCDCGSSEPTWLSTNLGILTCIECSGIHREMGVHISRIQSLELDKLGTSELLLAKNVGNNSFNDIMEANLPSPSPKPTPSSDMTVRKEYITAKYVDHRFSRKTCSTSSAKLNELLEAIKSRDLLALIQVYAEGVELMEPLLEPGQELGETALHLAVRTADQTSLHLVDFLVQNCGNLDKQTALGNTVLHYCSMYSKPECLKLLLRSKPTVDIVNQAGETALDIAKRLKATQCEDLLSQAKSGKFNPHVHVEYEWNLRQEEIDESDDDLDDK
KLK7 zymogen act = proKLK7 zymogen activators, primary screen, biochemical, fluorescence intensity; Kallikrein-7 (Homo sapiens), P49862; purified proKLK7, EDANS-DABCYL substrate fluorescence; 100% is mature enzyme control, 0% vehicle; activation, % at 7 µM; 0.9% of 370,000 active;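 active = activation above the mean of all tested compounds plus 3 SD, computed per campaign excluding outliers beyond control limits, cut at about 13% in these data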
Tn6 DDE FP = inhibitors of Tn6 peptide binding to fibrin DD(E), primary screen, biochemical, fluorescence polarization, human fibrin, Tn6 probe; Fibrin DD(E) TRITC-Tn6 fluorescence polarization displacement; inhibition, % at 8.3 µM; AID 720509, 2013; 0.21% of 370,000 active;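 active = inhibition above a per-campaign cutoff: mean of compounds within control limits plus 3 SD, cut at about 15% in these data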;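 note: 0% = median of all compound wells on the plate and 100% = blocking peptide control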
Target sequence (P02675 whole entry, looked up): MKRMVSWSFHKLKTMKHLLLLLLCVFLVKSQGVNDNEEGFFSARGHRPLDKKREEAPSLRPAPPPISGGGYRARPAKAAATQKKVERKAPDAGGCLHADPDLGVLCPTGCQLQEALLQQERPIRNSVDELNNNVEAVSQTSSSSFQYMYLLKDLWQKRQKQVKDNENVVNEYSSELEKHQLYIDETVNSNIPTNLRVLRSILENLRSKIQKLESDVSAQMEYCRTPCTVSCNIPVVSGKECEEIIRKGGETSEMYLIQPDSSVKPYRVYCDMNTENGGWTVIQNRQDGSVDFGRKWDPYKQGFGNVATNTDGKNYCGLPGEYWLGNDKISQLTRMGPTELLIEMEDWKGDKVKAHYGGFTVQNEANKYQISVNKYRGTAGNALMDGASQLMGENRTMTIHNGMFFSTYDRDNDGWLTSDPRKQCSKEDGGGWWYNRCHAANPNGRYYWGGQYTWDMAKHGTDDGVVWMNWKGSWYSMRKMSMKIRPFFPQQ
Tn7 DDE FP = inhibitors of Tn7 peptide binding to fibrin DD(E), primary screen, biochemical, fluorescence polarization, human fibrin, Tn7 probe | inhibition, % at 8.3 µM | FP displacement of FITC-Tn7 peptide from fibrin DD(E); 0% = median of compound wells per plate | 0.13% of 370,000 active | Fibrinogen beta chain (Homo sapiens), P02675;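 active = inhibition above the mean of compounds falling within the control limits plus 3 SD of them, cut at about 14% in these data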;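 note: 0% = plate median of compound wells and 100% = 10 µM Aha-Tn7 peptide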
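Also added: labelled Tn7 tracer, 0.1 µM; Assay system: human fibrin DD(E) protein; Amount: 2 µM fibrin DD(E); Schedule: 10 min compound pre-incubation, 3 h probe incubation at room temperature; Repeats: one replicate per compound; Read-out basis: percent inhibition; Measured by: fluorescence polarization of the labelled Tn7 tracer.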
ADAM10 inh = human ADAM10 inhibitors, primary screen, biochemical, QFRET, HTS; Disintegrin and metalloproteinase domain-containing protein 10 (Homo sapiens), O14672; recombinant ADAM10, EDANS/DABCYL FRET peptide cleavage, 3 h; 0.62% of 370,000 active; inhibition, % at 7 µM;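 active = inhibition above a per-campaign cutoff equal to the mean of compounds falling between control-based bounds plus 3 SD, cut at about 20% in these data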;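 note: 0% = DMSO wells while the 100% control is not disclosed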
An asterisk follows results filed as active.

SMILES | TDP2 absorb | PLC-gamma1 inh | ADAM17 inh | LEDGF integ inh | ARFGAP1 inh | ASAP1 GAP inh | KLK7 zymogen act | Tn6 DDE FP | Tn7 DDE FP | ADAM10 inh
CC(=O)NCc1cn2c(C)csc2n1 | -11 | -1 | 2 | 2 | -8 | 6 | -0.1 | -2 | -5 | 3
CC(Oc1ccc(Br)cc1)C(=O)NCC(c1ccco1)N1CCCCC1 (stereo unspecified) | 9 | 2 | 0 | -2 | -7 | -7 | 0.4 | -2 | 3 | -3
CCCNC(=O)c1ccc(COc2ccc(CCC)cc2OC)o1 | 7 | 1 | -4 | 0 | -5 | 3 | 0.0 | -2 | 3 | 4
COc1ccc(/C=C(\C)C(=O)c2c(C)cc(C)[nH]c2=O)cc1 | 6 | 2 | 1 | 3 | 10 | 8 | 0.2 | 1 | 5 | 2
S=C1NC(c2ccccc2)=NCN1c1ccc(Br)cc1 | 3 | 2 | -3 | -2 | 1 | -2 | -0.1 | 7 | -5 | 4
CC1(c2ccc3c(c2)OCO3)NC(=O)N(CC(=O)Nc2ccccc2[N+](=O)[O-])C1=O (stereo unspecified) | 7 | -1 | -1 | 5 | -10 | 3 | 0.8 | -7 | -2 | -1
O=C(Nc1ccc2c(c1)OCCO2)c1cccc(Br)c1 | -14 | -1 | 3 | -5 | 10 | 5 | 0.0 | 0 | -1 | 5
Cc1ccc(S(=O)(=O)N2CCN(C(=O)COC(=O)c3ccc(Cl)nc3)CC2)c(C)c1 | -6 | -2 | 1 | -1 | 0 | -1 | -0.5 | 0 | -1 | 0
O=C(CSc1nc2ccccc2o1)Nc1ccc(Cl)cc1 | 2 | -1 | -1 | -1 | 9 | 2 | -0.5 | -3 | 2 | -1
CC1(C(=O)NS(=O)(=O)c2cccc(F)c2)CCN1C(=O)CCc1ccc(Cl)cc1Cl (stereo unspecified) | 1 | -3 | 1 | -4 | 6 | 0 | 0.4 | 11 | 6 | -5
CCc1ncn(CCc2ccccc2OC)c1C(C)C | 1 | -3 | -5 | -1 | 6 | 7 | -0.9 | 0 | -8 | -18
O=C(NNC(=O)c1ccccc1[N+](=O)[O-])Nc1ccccc1C(F)(F)F | -2 | 1 | 1 | 3 | 5 | 9 | 0.2 | 4 | -1 | 1
COc1ccc(-n2nc(C(=O)N(C)C3CCCCC3)c3ccccc3c2=O)c(OC)c1 | 3 | -17 | -5 | -7 | -15 | -4 | -0.7 | -3 | 3 | 5
Cc1cc(C(=O)NP(=O)(N2CCOCC2)N2CCOCC2)c(C)n1-c1ccc(Br)cc1 | 7 | -1 | -2 | 0 | 3 | 9 | 0.8 | 0 | -1 | 0
CC(=O)N1CCN(c2ccc(NC(=O)c3cccc(F)c3)cc2)CC1 | 2 | 1 | -4 | -2 | 5 | 11 | 0.8 | 2 | 1 | -5
Cc1cc(C)n(-c2c(F)c(F)c(CN3CCOCC3)c(F)c2F)n1 | -10 | 2 | -2 | 1 | 11 | -4 | 0.6 | -3 | 0 | 1
CC1CN(CCOCCSc2ccccc2)CC(C)O1 (stereo unspecified) | -7 | 1 | -1 | 0 | -2 | 2 | -0.1 | 5 | 4 | 3
C=C(C)CSc1nc2nc(C)cc(C)n2n1 | 6 | 0 | 0 | 2 | 3 | 0 | -0.6 | -4 | 2 | 1
Nc1nncn1C(=O)c1ccccc1Cl | -15 | 2 | -1 | 3 | -6 | -8 | -0.6 | -14 | -1 | -2
C/C(=N\NC(=O)COc1ccc([N+](=O)[O-])cc1)c1ccco1 | -2 | 3 | 3 | -2 | 6 | -11 | 0.5 | 7 | 2 | 0
C#CCNc1cc(-c2ccccc2)nc2ncnn12 | -2 | -2 | -4 | -4 | -5 | 1 | 0.1 | -3 | -3 | -16
O=C(c1ccc(CN2CCOCC2)cc1)N1CCN(Cc2ccccc2)CC1 | -4 | 3 | -5 | -1 | 2 | -7 | 0.6 | 3 | 10 | 2
CCCS(=O)(=O)NC(=O)C1(C)CCN(C(=O)c2ccc(C(=O)OC)cc2)C1 (stereo unspecified) | -6 | -3 | -6 | -3 | 16 | -4 | -0.8 | 6 | 3 | -9
COc1ccc2c(-c3ccccc3)cc(=S)[nH]c2c1 | 2 | -17 | -23 | 0 | -21 | 10 | -0.6 | 12 | 1 | -64
COc1c([N+](=O)[O-])c(=O)oc2ccccc12 | 4 | 4 | -3 | -2 | 4 | 12 | 0.0 | -9 | -5 | -5

Sorted by value in ARFGAP1 inh (highest first): three of the compounds above.
SMILES | TDP2 absorb | PLC-gamma1 inh | ADAM17 inh | LEDGF integ inh | ARFGAP1 inh | ASAP1 GAP inh | KLK7 zymogen act | Tn6 DDE FP | Tn7 DDE FP | ADAM10 inh
O=C(Nc1ccc2c(c1)OCCO2)c1cccc(Br)c1 | -14 | -1 | 3 | -5 | 10 | 5 | 0.0 | 0 | -1 | 5
O=C(CSc1nc2ccccc2o1)Nc1ccc(Cl)cc1 | 2 | -1 | -1 | -1 | 9 | 2 | -0.5 | -3 | 2 | -1
S=C1NC(c2ccccc2)=NCN1c1ccc(Br)cc1 | 3 | 2 | -3 | -2 | 1 | -2 | -0.1 | 7 | -5 | 4

Following part:
SMILES | TDP2 absorb | PLC-gamma1 inh | ADAM17 inh | LEDGF integ inh | ARFGAP1 inh | ASAP1 GAP inh | KLK7 zymogen act | Tn6 DDE FP | Tn7 DDE FP | ADAM10 inh
COc1ccc(-n2c(-c3ccc(Cl)cc3Cl)n[nH]c2=S)c(OC)c1 | 7 | -2 | -2 | -5 | 4 | -3 | 0.3 | 1 | 0 | 3
COc1ccc(-n2c(=O)[nH]cc(C(=O)Nc3ccc4c(c3)OCCO4)c2=O)cc1OC | 12 | -2 | -4 | 1 | -3 | -9 | 0.1 | 2 | -2 | -2
O=C(O)C1C2CCC(C2)C1C(=O)NCCc1cccc(Cl)c1 (stereo unspecified) | 1 | 0 | 1 | 2 | 0 | 5 | -0.3 | 0 | 5 | 1
C[C@H]1CN([C@@H](C)CO)C(=O)CCCn2nncc2CO[C@@H]1CN(C)Cc1ccncc1 | -6 | 1 | 0 | -2 | 5 | -1 | -0.3 | 0 | 3 | -1
Fc1nc(N2CCCC2)c(F)c(Oc2ccccc2Oc2c(F)c(F)nc(N3CCCC3)c2F)c1F | 0 | 1 | -2 | 3 | -2 | -12 | -0.3 | 9 | -5 | 4
CCOC(=O)c1c(C)[nH]c(C(=O)COC(=O)CNS(=O)(=O)c2ccc(C)cc2)c1C | 2 | 2 | -4 | -1 | 5 | 6 | -0.6 | 5 | 2 | -15
O=C(N/N=C/c1cccc([N+](=O)[O-])c1)C1COc2ccccc2O1 (stereo unspecified) | -2 | 3 | 0 | 8 | -4 | -1 | 0.3 | -1 | 1 | -1
CCN(CC)c1ccc(CNc2nc3ccccc3n2CCN2CCOCC2)cc1 | -1 | 5 | 1 | 0 | -17 | 9 | 1.0 | -7 | 4 | 0
COc1cc(C(C)=O)ccc1OCc1cc(C(=O)N2CCSCC2)no1 | 6 | -1 | -4 | 0 | 4 | 9 | -0.1 | 1 | 2 | -11
CNC(=O)C[C@H]1C(=O)N(c2ccccc2)C[C@@H]1Cc1ccccc1 | 4 | 2 | -2 | 9 | 3 | 18 | 0.0 | 5 | 0 | 1
Cc1ccc2nc(SCC(=O)Nc3nonc3N)[nH]c2c1 | -2 | 3 | -2 | -2 | 6 | 9 | 0.7 | -1 | 3 | -3
CC(NC(=O)NC1CCCCC1)C(c1cccs1)N1CCN(C)CC1 (stereo unspecified) | 8 | 1 | -4 | 0 | 0 | 0 | 0.7 | -6 | 3 | -13
CC(=O)Nc1cccc(NC(=O)c2sc3ncn(CC(=O)N4CCCCC4)c(=O)c3c2C)c1 | -5 | -5 | -2 | 4 | 1 | 8 | 1.1 | -3 | 6 | -2
CN1CCN(CCCn2cnc3c(=O)oc4ccccc4c32)CC1 | -2 | -4 | 0 | -1 | -4 | -5 | -0.1 | -4 | 3 | -14
COc1ccc([N+](=O)[O-])c(OC)c1C(=O)NC(=O)Nc1nc(C)cc(C)n1 | 2 | 2 | -6 | 3 | 0 | -4 | -0.2 | -3 | -3 | -1
CC#CCc1cc2ccccc2c(=O)o1 | 6 | 1 | -4 | 1 | -12 | 1 | 0.1 | -3 | 3 | -10
CCCN(CC(=O)c1cc(C)n(C)c1C)S(=O)(=O)c1cccc(C(F)(F)F)c1 | 4 | -1 | -3 | -4 | -1 | -10 | 0.1 | 1 | 6 | 0
O=C(Nc1nccs1)C1CC(=O)N(Cc2ccco2)C1 (stereo unspecified) | -3 | 2 | -2 | 7 | -3 | -10 | -0.7 | 1 | -3 | -2
Cc1cccc(NCc2ccc([N+](=O)[O-])s2)c1 | -9 | 4 | 1 | 0 | 0 | 24 | -0.6 | -3 | -8 | 12
Oc1ccccc1-c1cc(-c2ccccc2)n[nH]1 | 0 | 0 | 5 | -1 | 5 | -4 | -0.3 | -8 | 6 | 18
COc1ccc(OCCSc2nnc(CCNC(=O)c3ccc(Cl)c(Cl)c3)n2C)cc1 | -3 | 4 | 2 | -2 | 20 | 4 | -0.2 | -3 | -4 | 1
N#Cc1c(C(F)(F)F)cc(-c2ccccc2)nc1SCC(=O)Nc1sc2c(c1C#N)CCC2 | 8 | -19 | -2 | 2 | 0 | 5 | 0.6 | 1 | 0 | 4
CCn1c(=O)cc(OCC(=O)NCCC(C)C)c2ccccc21 | 7 | -3 | -2 | 1 | -4 | 3 | 0.3 | -2 | -2 | -10
CCCC(=O)Nc1ccc(NC(=O)CCc2ccccc2)cn1 | -5 | -2 | 2 | -3 | -1 | -7 | -0.8 | -3 | 5 | -5
COc1ccc(N(CC(=O)N2CCN(C)CC2)S(C)(=O)=O)cc1OC | 0 | 6 | -1 | 0 | -2 | -4 | 0.0 | -4 | -3 | 4
CCC(=O)c1cc2c(C)cc(=O)oc2c(C)c1OC(C)=O | 9 | -130 | -7 | 1 | -5 | 4 | 453* | 0 | -6 | -13
